HTR5A ag: activates human HTR5A in OPRM1-OPRD1 agonist counter-screen. HTR5A agonist assay, luminescence, cell-based. AID 504692. P47898. activation, % at 9.3 µM. hit rate 0.61% among 340,000; in the data active means activation mostly above about 9.5%, no sharp cut-off; inactive means mostly below about 7.6%;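 further: 0% = cells with vehicle only and 100% = reference agonist; strong numbers were not always called active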
OPRM1-OPRD1 inv: inverse agonists of human mu-delta opioid receptor heterodimerization. cell-based MOR-DOR heterodimer luminescence, inverse agonism. inhibition, % at 9.3 µM. hit rate 0.21% among 340,000. AID 504357; in the data active means inhibition above about 22%, passing the limit was not always enough;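 further: 0% = cells with DMSO and 100% = wells without cells with DMSO; values of inactives mirror those of a sister screen read the other way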
AddAB inh: less growth of phage-infected E. coli with AddAB | E. coli expressing H. pylori AddAB, absorbance growth | inhibition, % at 11.9 µM | hit rate 0.29% among 330,000 | AID 435030; in the data active means inhibition above about 12%;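 further: 0% = vehicle wells of infected cells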
PKA-R1A act: activators of PKA-R1A complex; AID 504707; PKA-R1A dissociation, Cy5-IP20 fluorescence polarization; scaled: DMSO 0%, 113 µM cGMP 100%; hit rate 0.083% among 340,000; P00514+P68181; activation, % at 11.4 µM;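 active means percent activation above the mean of all tested compounds plus 3 SD, cut at about 19% in these data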;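 further: higher means more PKAc released from R1A so a rise in polarization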
HTR5A inv ctr: inverse agonist of human HTR5A in OPRM1-OPRD1 counter-screen; P47898; HTR5A cell line, luminescence, inverse agonism; inhibition, % at 9.3 µM; hit rate 0.083% among 340,000; AID 504634; in the data active means inhibition mostly above about 23%, no sharp cut-off; inactive means mostly below about 18%;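 further: 0% = cells with DMSO and 100% = no-cell wells with DMSO; some compounds called inactive have numbers as strong as hits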
MOR-DOR ag: OPRM1-OPRD1 heterodimerization agonism. hit rate 0.3% among 340,000. P35372+P41143. activation, % at 9.3 µM. cells, luminescence; in the data active means activation above about 18%;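 further: 0% = vehicle-treated cells and 100% = reference agonist; values of inactives mirror those of a sister screen read the other way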
phage Ecoli inh: E. coli growth loss with phage present; growth absorbance; inhibition, % at 11.9 µM; hit rate 0.26% among 360,000; in the data active means inhibition above about 11%
E coli growth: bacterial growth inhibition, counter-screen for AddAB inhibitors. hit rate 0.27% among 330,000. inhibition, % at 11.9 µM. E. coli V3065 growth, OD600 absorbance, 18 h. AID 449728;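 active means inhibition above the campaign's mean inhibition across all tested compounds plus 3 SD, cut at about 9.9% in these data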;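 further: uninfected addAB+ strain grown without phage in ampicillin broth; 0% = DMSO wells and 100% = ciprofloxacin 0.95 µg/ml wells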
PfHsp90 yeast 2: growth inhibition of yeast expressing Plasmodium Hsp90 | S. cerevisiae expressing PfHsp90, BacTiter-Glo ATP, 48 h; yeast lacking PDR1 and PDR3 efflux regulators | inhibition, % at 9.4 µM | hit rate 0.32% among 310,000 | AID 504621;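 active means every replicate shows inhibition above about 80%, whatever the replicate mean, limit read from the data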;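 further: 0% = DMSO neutral controls and 100% = 20 µM radicicol positive controls; yeast relying on Plasmodium falciparum Hsp90 in place of its own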
Pemphigus Ab inh: inhibitors of pemphigus antibody binding to human desmoglein-3; DSG3-coupled beads, scFv-anti-DSG3-GFP binding, flow cytometry; hits give low values; AID 588358; hit rate 0.48% among 310,000; P32926; binding (percent of control), % at 10 µM;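 active means binding more than 3 SD below its plate's average and above zero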;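 further: hits lower antibody fragment binding to DSG3; some compounds called inactive have numbers as strong as hits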
Target sequence (P32926 whole entry, looked up, the tested form may be a part): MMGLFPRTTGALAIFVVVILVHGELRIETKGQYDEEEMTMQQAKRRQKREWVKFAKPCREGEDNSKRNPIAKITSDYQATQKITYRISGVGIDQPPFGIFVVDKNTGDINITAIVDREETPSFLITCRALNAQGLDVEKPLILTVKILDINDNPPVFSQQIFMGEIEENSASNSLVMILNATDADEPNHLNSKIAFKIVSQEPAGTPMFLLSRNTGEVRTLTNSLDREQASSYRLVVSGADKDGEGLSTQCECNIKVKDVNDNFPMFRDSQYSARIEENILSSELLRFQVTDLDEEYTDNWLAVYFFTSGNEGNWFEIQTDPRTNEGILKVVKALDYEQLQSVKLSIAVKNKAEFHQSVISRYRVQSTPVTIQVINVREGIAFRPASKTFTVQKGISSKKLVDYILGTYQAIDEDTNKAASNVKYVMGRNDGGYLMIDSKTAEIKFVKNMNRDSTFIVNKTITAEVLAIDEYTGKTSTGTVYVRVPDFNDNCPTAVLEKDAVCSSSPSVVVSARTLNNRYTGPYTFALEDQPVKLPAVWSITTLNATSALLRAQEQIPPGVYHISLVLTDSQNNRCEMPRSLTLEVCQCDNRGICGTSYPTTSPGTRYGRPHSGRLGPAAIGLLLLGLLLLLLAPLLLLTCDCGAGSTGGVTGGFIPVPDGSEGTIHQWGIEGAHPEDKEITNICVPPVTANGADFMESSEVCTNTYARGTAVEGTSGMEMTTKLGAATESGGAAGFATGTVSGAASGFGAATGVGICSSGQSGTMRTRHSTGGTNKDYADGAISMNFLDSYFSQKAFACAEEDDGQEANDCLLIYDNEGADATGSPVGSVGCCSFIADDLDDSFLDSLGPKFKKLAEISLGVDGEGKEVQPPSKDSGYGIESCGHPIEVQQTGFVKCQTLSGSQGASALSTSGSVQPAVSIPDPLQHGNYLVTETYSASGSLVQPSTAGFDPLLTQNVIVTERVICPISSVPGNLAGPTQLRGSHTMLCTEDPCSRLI
Mot1-301 SUMO: SUMOylation pathway inhibition by Mot1-301 growth rescue. S. cerevisiae Mot1-301 growth rescue, ATP luminescence, 38.5C; percent above DMSO median, 100 means doubled. growth rescue, % at 18.8 µM. hit rate 1% among 320,000. AID 2716;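 active means every valid replicate shows activation above 250% relative to neutral control wells; inactive means the rest, any valid replicate at or below 250%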;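 further: OY570 slx delta 5 strain wells were the positive control but not used for scaling; some compounds called inactive have numbers as strong as hits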
* marks the source's active call; other numbers are inactive results; nt = no result given. The order is random. Share with any hit: about 3.2%.

SMILES	HTR5A ag	OPRM1-OPRD1 inv	AddAB inh	PKA-R1A act	HTR5A inv ctr	MOR-DOR ag	phage Ecoli inh	E coli growth	PfHsp90 yeast 2	Pemphigus Ab inh	Mot1-301 SUMO
O=C(CCn1nc(-c2ccc(Cl)cc2)c2ccccc2c1=O)Nc1cccnc1	1	7	-0.5	6	6	-1.4	5.5	-2.0	0	100	-6
CS(=O)(=O)N1CCCC(C(=O)NCc2ccc(F)cc2)C1 (centres undefined)	16*	0	1.6	2	-21	-0.1	1.8	3.0	-10	94	-21
O=C(CSc1ccc(-c2cccs2)nn1)NCCc1ccccc1	-3	22	1.9	-11	8	-4.2	2.8	-1.5	-28	103	8
CCOc1ccccc1NC(=O)CSc1nc2nc(-c3cccs3)cc(C(F)(F)F)c2c(=O)[nH]1	-1	7	1.3	-7	22	-1.4	-2.9	1.8	20	100	6
COc1cc(OC)cc(C(=O)N[C@H](C(=O)OCC(=O)c2c[nH]c3ccccc23)C(C)C)c1	0	-4	-0.2	4	1	0.8	1.6	-2.8	1	135	-4
Cc1ccc(NC2CCCN(C(=O)c3cn(C)c4ccccc34)C2)cc1C (centres undefined)	4	20	0.9	-8	0	-3.7	2.2	-0.2	-5	106	90
O=C(NNS(=O)(=O)c1ccccc1)c1cccc([N+](=O)[O-])c1	-6	5	-0.2	-8	-21	-1.0	0.9	-0.4	2	98	11
COc1ccc(OC)c2sc(N(CCN(C)C)C(=O)c3ccc4ccccc4c3)nc12	-2	0	2.7	-5	7	-0.1	1.5	1.9	28	104	-15
Cc1c(NC(=S)N/C(=N/S(=O)(=O)c2ccccc2)c2ccccc2)c(=O)n(-c2ccccc2)n1C	-1	2	0.0	1	-24	-0.4	-1.7	-0.5	-3	100	15
O=C(Cc1cccc(C(F)(F)F)c1)Nc1cc(S(=O)(=O)N2CCOCC2)ccc1N1CCCC1	5	1	-2.7	11	-12	-0.3	-1.5	-2.5	-2	105	-11
CC(/C=N/NC(=O)c1ccc2nc(C)[nH]c2c1)=C\c1ccccc1	2	6	5.3	2	-81	-1.2	1.2	1.0	-2	nt	20
COCCNC(=O)C1CCN(S(=O)(=O)c2ccc3c(c2)OCCO3)CC1	3	-3	0.7	-4	-8	0.5	4.5	1.6	6	100	9

Quoted from the listing:
In PfHsp90 yeast 2, COc1cc(OC)cc(C(=O)N[C@H](C(=O)OCC(=O)c2c[nH]c3ccccc23)C(C)C)c1 has the entry 1
In phage Ecoli inh, COc1ccc(OC)c2sc(N(CCN(C)C)C(=O)c3ccc4ccccc4c3)nc12 has the entry 1.5

Following part.
SMILES	HTR5A ag	OPRM1-OPRD1 inv	AddAB inh	PKA-R1A act	HTR5A inv ctr	MOR-DOR ag	phage Ecoli inh	E coli growth	PfHsp90 yeast 2	Pemphigus Ab inh	Mot1-301 SUMO
CC(=O)n1cc([C@H]2C=C(C(=O)NCc3ccccc3)O[C@@H](OCCCCO)C2)c2ccccc21	-7	5	-1.8	-9	17	-1.0	2.1	0.2	0	104	30
COc1ccc(NC(=O)CSCC(=O)Nc2ccccc2C(=O)N2CCCCC2)cc1	7	3	1.2	-1	-18	-0.8	0.8	-0.7	7	98	0
CC(C)n1c(/N=C/c2ccccc2O)nc2ccccc21	2	11	0.7	5	4	-2.1	2.4	-0.4	-5	110	0
CC(C)(C)c1ccc(C(=O)NNc2ccc(F)cc2F)cc1	3	8	1.1	-2	-7	-1.7	2.9	-1.4	3	nt	178
CCOC(=O)C(=NC(C)C)NNc1cc(Cl)ccc1Cl	-4	-28	0.8	-2	12	3.9	4.3	0.0	6	103	95
O=C(NCC1CCCO1)Nc1ccccc1 (centres undefined)	-3	9	1.6	-10	-11	-1.6	2.6	-0.5	12	81	10
CC(=O)N(C)c1nc(N)n(-c2ccccc2)n1	5	0	-0.2	-14	8	0.0	0.2	-0.4	-5	110	6
CCC1Nc2ccccc2-c2nnc(SC)nc2O1 (centres undefined)	-9	3	-0.3	0	-2	-0.5	4.7	3.1	7	102	149
Cc1c(Br)c([N+](=O)[O-])nn1CC(=O)NCCc1ccc(Cl)cc1	0	-6	0.3	10	11	1.1	1.3	0.3	9	93	7
NS(=O)(=O)c1cccc(NC(=O)Nc2ccccc2)c1	0	5	1.3	6	6	-0.9	3.2	0.3	8	112	14
CCOC(=O)/C(=C\c1cccc(O)c1)c1nc2sc(C)c(C)c2c(=O)[nH]1	0	9	3.6	4	-5	-1.7	2.5	-2.4	1	125	-11
COc1cccc(-c2cc(-c3cccnc3)c(C#N)c(N)n2)c1	0	-15	-0.2	-5	27	2.8	1.9	-2.0	-33	98	13
COc1cc(C(=O)Nc2ccc3c(c2)OCCO3)c(-n2cnnn2)cc1OC	0	7	1.5	-4	-2	-1.6	0.8	-1.5	15	106	-12
CCOC(=O)CSc1nnc(CNC(=O)c2ccc(S(=O)(=O)N3CCCC3)cc2)n1C	4	5	2.1	4	-10	-0.9	2.7	1.0	nt	99	-15
CC(=O)c1ccc(S(=O)(=O)N2CCN(C(=O)CSc3ccc(F)cc3)CC2)cc1	-4	5	2.2	-4	10	-0.7	1.2	-2.7	-3	nt	101
CC(C)C[C@@H](CN)NC(=O)c1nc[nH]c1C(=O)N[C@@H](Cc1ccccc1)C(=O)CNC[C@H](C)NC(=O)c1nc[nH]c1C(=O)N[C@@H](C)C(=O)O	-3	4	nt	8	10	-0.9	1.8	nt	-3	119	nt
CN1Cc2sc(NC(=S)NC(=O)c3ccccc3)c(C#N)c2CC1(C)C	nt	nt	1.0	nt	nt	nt	0.4	-0.6	nt	105	7
COc1ccc(NCc2nc3ccccc3n2CCOc2ccccc2)cc1	5	-15	0.2	-5	18	2.6	0.6	-0.4	-20	116	48
O=C(O/N=C1/CCCc2occc21)c1ccccc1	2	14	1.5	-3	4	-3.0	0.9	1.1	9	102	-6
Cc1cccc(C)c1OCC(=O)NCC1CCCO1 (centres undefined)	5	-4	-3.3	-7	-12	0.9	1.2	-1.2	-7	103	8
N#CC1=C(N)C(C#N)(C#N)[C@H](c2ccsc2)[C@H]2COCC=C12	4	26*	-0.5	0	1	-4.6	3.0	-1.7	12	103	14
COc1ccc(-c2nc3cccc(C)n3c2NCc2ccco2)cc1OC	-1	0	3.5	-21	4	-0.1	1.5	-0.4	1	102	30
COc1cccc(OCC(=O)NNC(=O)c2cccs2)c1	0	20	1.1	-9	-35	-3.7	2.4	0.6	-21	99	4
COc1cc(/C=N\NC(=O)OC(C)(C)C)ccc1OC(=O)c1ccco1	nt	nt	0.2	nt	nt	nt	3.5	2.1	-17	nt	10
CC1(C)C2C(Cl)(Cl)C2(C)c2ccccc2N1C=O (centres undefined)	nt	nt	0.1	nt	nt	nt	1.1	-2.0	nt	115	-4
CCN(CC)S(=O)(=O)c1ccc(N2CCOCC2)c(NC(=O)C(C)(C)C)c1	3	16	1.8	-11	-10	-3.0	3.2	0.3	-8	101	353
c1ccc(C2CCCN(Cc3nc(CC4CC4)no3)CC2)cc1 (centres undefined)	0	-16	1.6	0	1	3.1	3.9	-1.4	18	101	12
Cc1nn(Cc2ccccc2)c2c1C(c1cccnc1)C(C#N)=C(N)O2 (centres undefined)	-5	9	2.4	10	14	-1.6	2.7	0.6	2	102	nt
Cc1ccc(-c2csc(NC(=O)C3=NN(C4CCS(=O)(=O)C4)C(=O)CC3)n2)cc1 (centres undefined)	7	6	-0.6	-6	-21	-1.1	1.0	-2.0	-15	97	-7
Cc1ccccc1NC(=S)N(Cc1ccccc1)Cc1cccs1	1	-11	3.6	1	-2	2.2	2.2	-1.4	0	107	-4
CCN(CC(=O)Nc1ccc(NC(C)=O)cc1)C(=O)/C=C/c1cn(-c2ccccc2)nc1-c1cccs1	2	1	3.6	-4	-5	-0.2	3.8	-3.7	-15	100	-9
O=C(CCCn1c(SCc2cccc(F)c2)nc2ccccc2c1=O)NCC1CCCO1 (centres undefined)	4	5	-0.2	-8	-12	-1.1	3.7	-1.8	-10	110	-12
NC(=O)c1ccc(N2CCNC(=O)C2)c([N+](=O)[O-])c1	-1	6	-3.4	-5	-3	-1.0	1.3	-2.3	6	60	7
COc1oc(C(=O)NC2CCCCC2)c(-c2ccc(Cl)cc2)c1S(=O)(=O)c1ccccc1	-2	21	nt	-6	9	-4.7	-1.2	nt	-26	84	nt
Cc1noc(C)c1COC(=O)c1ccc(S(=O)(=O)N2CCCCC2)cc1	3	12	-0.6	1	-4	-2.6	3.1	-2.0	2	98	3
Cn1c(CCNC(=O)c2cccs2)nnc1SCC(=O)Nc1nc(-c2ccccc2)cs1	-2	5	-1.1	-8	-14	-0.9	2.6	-2.0	3	103	-24
O=C(O)c1ccc(OS(=O)(=O)c2ccc(Cl)s2)cc1	1	10	nt	-4	-1	-1.6	-0.8	nt	nt	nt	nt
C[C@@]12CCC[C@@](C)(C(=O)O)C1CC[C@@]13C[C@@H](NCc4ccccc4)[C@@](C)(CCC12)C3 (some centres undefined)	-6	-10	3.2	-8	-15	1.7	0.4	-1.7	12	101	214
Cc1ccc(CNC(=O)Cn2cnc3cc([N+](=O)[O-])ccc3c2=O)cc1	1	-51	0.3	-8	-3	7.1	2.5	0.3	-1	99	2
CCn1nnnc1SCC(=O)Nc1nnc(C(C)C)s1	1	-13	2.0	-2	6	2.5	1.7	-2.1	19	96	0
Cc1ccccc1-n1c(N)c(C(=O)Nc2ccc(F)cc2)sc1=S	1	-32	1.2	6	-2	6.8	-1.8	-0.3	-17	83	11
COC(=O)c1[nH]c2ccc(Cl)cc2c1NC(=O)CN1CCc2cc(OC)c(OC)cc2C1	-2	1	-2.6	-8	6	-0.1	1.7	-0.4	6	107	nt
COc1ccc(CCN(C)C2CCCN(C(=O)CCC(F)(F)F)C2)cc1OC (centres undefined)	-1	6	2.3	-23	3	-1.3	1.4	-2.8	13	99	-19
O=S(=O)(N1CCCCC1)N1CCN(c2cc(Cl)ccc2Cl)CC1	0	-14	1.7	10	-3	2.9	5.9	2.4	-15	102	-3
CCCNC(=O)c1n[nH]c(=O)c2ccccc12	-4	13	3.0	-10	13	-2.2	1.4	-0.5	-2	106	17

Quoted at random: 3 entries already listed, in no set order.
SMILES	HTR5A ag	OPRM1-OPRD1 inv	AddAB inh	PKA-R1A act	HTR5A inv ctr	MOR-DOR ag	phage Ecoli inh	E coli growth	PfHsp90 yeast 2	Pemphigus Ab inh	Mot1-301 SUMO
COc1ccc(CCN(C)C2CCCN(C(=O)CCC(F)(F)F)C2)cc1OC (centres undefined)	-1	6	2.3	-23	3	-1.3	1.4	-2.8	13	99	-19
CCn1nnnc1SCC(=O)Nc1nnc(C(C)C)s1	1	-13	2.0	-2	6	2.5	1.7	-2.1	19	96	0
O=C(O)c1ccc(OS(=O)(=O)c2ccc(Cl)s2)cc1	1	10	nt	-4	-1	-1.6	-0.8	nt	nt	nt	nt
